KCNH2 WT inh – inhibitors of human wildtype KCNH2 potassium channel; Q12809; U2OS, BacMam KCNH2, thallium flux FluxOr; hits give low values; activity change, % at 1.84 µM; 340,000 compounds, 0.37% hits;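 active means maximum activity change below -70%; inconclusive means maximum activity change between -70% and -50%; inactive means maximum activity change above -50%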; further: on the % scale 0 is the no-effect control and ±100 the full control effect
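U2OS cells were transduced with wild-type KCNH2 virus (2.03 x 10^8 / mL) for 4 h at room temperature, then cultured overnight at 37 C. Thallium flux was read with FluxOr dye. Rate constants were normalized to DMSO controls.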
A-T KAP1 phos – potential ataxia-telangiectasia treatment. […] A-T fibroblasts, KAP-1 phosphorylation AlphaLISA; neocarzinostatin DNA damage 30 min before lysis. Potency, µM (highest dose often 57.5 µM), for inactives: top-dose activation, most hits filed as activators. 320,000 compounds, 0.19% hits. AID 485349; further: potency means the concentration at half of the fitted maximal effect; % of control where 0% means no effect; nearly all actives have a fitted effect of over 45% in size
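hTERT-immortalized A-T patient fibroblasts ([…]), 500 cells/well in OPTI-MEM, 1% FBS, got compounds for 60 min, then NCS for 30 min at 37C. Lysates were then assayed for phospho-KAP-1 by AlphaLISA (anti-pKAP1 donor, anti-KAP1 acceptor beads), 6 hr at 25C.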
TRPV1 ag – human TRPV1 agonism; activation, % at 8.33 µM; 320,000 compounds, 0.19% hits; TRPV1-expressing cells, Fluo-8 calcium influx, agonist mode; in the data active means activation above about 80%; inconclusive means between about 30% and that limit; further: 0% is about no effect
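TRPV1-expressing cells were cultured overnight at 35.5C and loaded with Fluo-8 calcium dye for 40 to 90 min at room temperature. After a 10 s baseline, compound was added and calcium influx was read kinetically for 3 min (ex 480/em 520 nm).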
MLL CXXC-DNA inh – MLL CXXC-DNA interaction inhibition | Q03164 | MLL-CXXC / FITC-HOXA9 DNA fluorescence polarization | Potency, µM (titrated, usually from 115 µM), for the others: at the top dose activity change, negative = inhibition, most hits filed as inhibitors | 290,000 compounds, 0.037% hits; active means well fitted inhibition curve with a large enough effect in the polarisation, with a control signal flat, not every such curve was filed as active; inconclusive means small, poorly fitted or top-dose-only effect, or effect the other way, or a change in a side signal; inactive means no such curve, though single readings can be large or run the other way; the % refers to the polarisation; further: potency means the concentration at half of the fitted maximal effect
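Purified MLL-CXXC (added from a 7 uM solution) was preincubated 5 min at ambient with pinned compounds in 50 mM Tris-HCl pH 7.5, 50 mM NaCl, 1 mM DTT, 0.05% BSA. Fluorescein-labeled HOX-A9 DNA (50 nM solution) followed, 30 min, then polarization read.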
Coupling enz – inhibits coupling enzyme system, counter-screen for aldolase hits | coupling enzyme system counterscreen, AmpLite Red fluorescence | activity change, negative = inhibition, % at 58.2 µM, hits read low | 290,000 compounds, 0.67% hits; in the data active means activity change below about -30%; further: on the % scale 0 is the no-effect control and ±100 the full control effect
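Activity here indicates interference with the coupling reaction, not aldolase inhibition. Compounds at 57.5 uM final met coupling enzymes for 10 min at RT; substrate and AmpLite Red detection followed, with a 525/598 nm fluorescence read after 20 min.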
GALK inhibitor – blocks human galactokinase activity; AID 1868; P51570; 270,000 compounds, 0.007% hits; Potency, µM (series often up to 57.5 µM), inactives show at the top dose activity change, negative = inhibition, hits mostly inhibitors; Purified GALK, Kinase-Glo residual ATP luminescence; further: potency means the concentration at half of the fitted maximal effect; on the % scale 0 is the no-effect control and ±100 the full control effect
Target sequence (P51570 whole entry, looked up): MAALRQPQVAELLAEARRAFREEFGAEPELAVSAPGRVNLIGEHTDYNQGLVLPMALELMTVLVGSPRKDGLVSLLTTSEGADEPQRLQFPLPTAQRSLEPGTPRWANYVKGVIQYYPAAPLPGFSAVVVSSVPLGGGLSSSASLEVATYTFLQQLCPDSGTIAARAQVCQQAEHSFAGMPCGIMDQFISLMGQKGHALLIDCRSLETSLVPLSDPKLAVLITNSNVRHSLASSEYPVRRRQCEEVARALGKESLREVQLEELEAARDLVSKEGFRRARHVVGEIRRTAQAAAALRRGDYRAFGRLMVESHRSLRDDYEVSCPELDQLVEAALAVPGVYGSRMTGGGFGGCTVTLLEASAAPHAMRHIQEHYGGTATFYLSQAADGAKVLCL
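GALK at 5 nM final was combined with compound, 35 uM ATP and 100 uM galactose in HEPES pH8.0 with MgCl2 and DTT. The reaction ran one hour at room temperature before luminescent ATP detection.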
S-ASM inh – human S-ASM enzyme inhibition. placental ASM, HMU-PC fluorogenic substrate, 60 min. Potency, µM (titrated, usually from 57.5 µM), without a hit: top-dose activity change, negative = inhibition, hits mostly inhibitors. 340,000 compounds, 0.006% hits. AID 504937; further: potency means the concentration at half of the fitted maximal effect
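Human placenta-derived ASM preincubated with compound 10 min at room temperature, then reacted with 9 uM (final) fluorogenic HMU-PC substrate for 60 min at 37 C. Stop solution raises pH to 10; fluorescence read at Ex 386/Em 447 nm.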
a7 integrin act – activators of alpha7 integrin expression for muscular dystrophy. 350,000 compounds, 0.064% hits. Potency, µM (top dose mostly 38.3 µM), inactives show at the highest dose activation, most hits filed as activators. alpha7betagal myoblasts, beta-gal FDG fluorescence, 48 h;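 further: potency means the concentration at half of the fitted maximal effect; 100% = response of the positive control SU9516; nearly all actives have a fitted effect of over 60% in size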
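Alpha7betagal+/- myoblasts (passage 13) were plated 16-24 hr, then exposed to compounds (1:260 dilution of DMSO stock) for 48 hours at 37C. After MPER lysis, β-galactosidase reporter activity was read as FDG fluorescence (ex 480/em 540) after 30 minutes.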
KCNH2 3.1 inh – KCNH2 3.1 (human) potassium channel inhibition | 340,000 compounds, 0.95% hits | U2OS KCNH2 3.1, thallium flux FluxOr; hits give low values | activity change, % (tested at about 1.8 µM);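 active means maximum activity change below -70%; inconclusive means maximum activity change from -70% to -50%; inactive means maximum activity change above -50%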;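 further: thallium influx rate constant from kinetic fluorescence after stimulation buffer; on the % scale 0 is the no-effect control and ±100 the full control effect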
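U2OS cells transduced with KCNH2 3.1 mutant virus (1.77 x 10^8 /mL, 4 h), plated overnight at 37 C, loaded 45 min with FluxOr dye plus Red40 quencher. Thallium flux rate constant from kinetic reads after stimulation buffer, normalised to controls.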
MBNL1 CUG block – blocks human MBNL1 binding to CUG repeat RNA; 280,000 compounds, 0.036% hits; Q9NR56; TR-FRET MBNL1-His/biotin-(CUG)12 binding, 665/545 ratio; AID 2675; Potency, µM (titrated, usually from 57.5 µM), inactives show top-dose activity change, negative = inhibition, usual class: inhibitors; active means well fitted inhibition curve with a large enough effect in the signal ratio, with a control signal flat, not every such curve was filed as active; inconclusive means small, poorly fitted or top-dose-only effect, or effect the other way, or a change in a side signal; inactive means no such curve, though single readings can be large or run the other way; the % refers to the signal ratio; further: potency means the concentration at half of the fitted maximal effect; on the % scale 0 is the no-effect control and ±100 the full control effect
Target sequence (Q9NR56 whole entry, looked up): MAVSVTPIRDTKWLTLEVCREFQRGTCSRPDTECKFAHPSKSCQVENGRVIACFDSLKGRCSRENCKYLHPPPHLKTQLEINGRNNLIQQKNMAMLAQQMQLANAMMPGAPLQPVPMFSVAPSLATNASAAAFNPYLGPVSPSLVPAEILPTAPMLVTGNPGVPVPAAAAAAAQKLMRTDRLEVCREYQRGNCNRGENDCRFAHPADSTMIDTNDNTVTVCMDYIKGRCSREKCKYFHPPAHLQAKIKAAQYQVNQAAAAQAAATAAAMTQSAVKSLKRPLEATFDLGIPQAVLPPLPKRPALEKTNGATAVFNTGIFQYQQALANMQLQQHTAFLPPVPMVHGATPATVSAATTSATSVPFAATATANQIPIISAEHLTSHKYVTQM
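Compounds (final 92 nM to 58 uM) are added to His-tagged MBNL1 and biotin-(CUG)12, then terbium anti-His antibody and streptavidin-XL665 (5 nM final). After 60 min at room temperature, the 665/545 nm ratio is read.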
An asterisk follows results filed as active; i = inactive; ? = inconclusive; nt = no result given; & = joins results of further samples; [ ] = remark or other dose. Unless noted, the call rests on the fitted dose curve; in most records, active means well fitted curve in the direction sought with a large enough effect; inconclusive means small, poorly fitted or top-dose-only effect, or another doubt; inactive means no such curve, though single readings can be large; an effect the other way counts as inactive or inconclusive. Rows were taken by chance; any-hit rate near 2%.

#	SMILES	KCNH2 WT inh	A-T KAP1 phos	TRPV1 ag	MLL CXXC-DNA inh	Coupling enz	GALK inhibitor	S-ASM inh	a7 integrin act	KCNH2 3.1 inh	MBNL1 CUG block
1	COc1ccc(CN(C)C(=O)c2ccc(NC(=O)CC3SC(N4CCCCC4)=NC3=O)cc2)c(OC)c1 (stereo not drawn)	2	nt	nt	nt	nt	nt	-6%	10%	36	nt
2	CCc1nc(Nc2ccc(OC)c(OC)c2)c2nnn(Cc3ccccc3Cl)c2n1	-7	2%	-3	-5%	7	0%	475%	-13%	-16	4%
3	O=C(CN1C(=O)C2CC=CCC2C1=O)Nc1cc(C(F)(F)F)ccc1N1CCCC1 (stereo not drawn)	2	-2%	12	nt	nt	nt	5%	-13%	18	nt
4	O=C(COc1ccc(Cl)cc1Cl)N/N=C/c1ccc(OC2OC(CO)C(O)C(O)C2O)cc1 (stereo not drawn)	-151*	-23%	0	8%	2	1%	-3%	22%	-157*	-3%
5	O=C(/C=C/c1ccccc1Cl)NCc1ccccc1	-27	-3%	?	6%	1	-5%	1%	6%	17	-1%
6	CCCC(C(=O)NC1CCCC1)N(CC1CCCO1)C(=O)CNS(=O)(=O)c1ccc(F)cc1 (stereo not drawn)	-8	-7%	4	-4%	0	5%	3%	-8%	17	4%
7	O=C(COC(=O)c1ccc(F)cc1)NCc1ccc(F)cc1	-1	2%	?	nt	nt	nt	-3%	1%	2	nt
8	COc1ccc(C(=O)COC(=O)c2ccc(N(C)C)cc2)cc1	6	3%	-3	1%	-1	-2%	-1%	-8%	-22	4%
9	Cc1ccccc1NC(=O)C1C2CCCC1C2c1ccccc1 (stereo not drawn)	-2	11%	-1	-10%	-4	nt	-1%	-5%	23	-11%
10	COCCNc1oc(-c2ccc(C)cc2)nc1C#N	3	2%	7	8%	0	0%	9%	21%	-1	10%
11	COC(=O)C1=C(C)N(Cc2ccccc2)C(=S)N[C@H]1c1ccccc1	-1	-5%&1%	-1&2	6%&7%	1&5	nt	4%	7%	-7	-3%&9%
12	COc1cc(/C=N/NC(=S)Nc2cccc(S(=O)(=O)N(C)C)c2)ccc1O	-6	-4%	-1	9%	1	-3%	8%	-9%	1	3%
13	Cc1ccc(Cn2c(CN3CC(C)OC(C)C3)nc3c2c(=O)[nH]c(=O)n3C)cc1 (stereo not drawn)	1	-7%	-1	0%	-1	0%	1%	18%	-12	-1%
14	CCc1ccc(-n2c(=S)sc3c(=O)n(-c4ccccc4C)c(SCC(=O)O)nc32)cc1	-9	11%	-4	-5%	6	nt	2%	?	-1	?
15	Cc1nc2cc(OCc3cc(C(=O)NC(C)c4cnn(C)c4)no3)ccc2s1 (stereo not drawn)	1	7%	4	1%	nt	0%	-1%	5%	nt	1%
16	Cc1nc2c(-c3ccccc3)c(C)nn2c(C)c1CCC(=O)NC(C)CCc1ccco1 (stereo not drawn)	14	12%	23	3%	4	2%	-7%	0%	-17	6%
17	CCOC(=O)N1CCC(NC(=O)CCC(=O)N2CCOc3ccc(Cl)cc32)CC1	5	3%	-3	2%	-1	4%	0%	1%	9	-4%
18	CC1Cc2cc(/C(O)=C3/C(=O)C(=O)N(CCCN(C)C)C3c3ccncc3)ccc2O1 (stereo not drawn)	-3	4%	-1	0%	3	2%	-1%	9%	3	5%
19	CCc1nc(N2CCN(C(=O)c3ccco3)CC2)c2oc3ccccc3c2n1	-9	1%	?	12%	-2	0%	-2%	-20%	-19	-12%
20	COc1cccc(C2CC(c3ccccc3Cl)n3nc(N)nc3N2)c1 (stereo not drawn)	4	-1%	1	-6%	1	4%	3%	39%	-23	4%
21	CCC(=O)c1ccc(OCC(=O)NC2CCN(Cc3ccccc3)CC2)cc1	42	13%	nt	nt	nt	nt	2%	-39%	-13	nt
22	NC(=S)NNC(=O)COc1ccccc1O	-1	16µM*	1	-18%	-2	-1%	5%	-8%	-1	-4%
23	COc1ccc(CCNC(=O)CCc2ccc(S(=O)(=O)NC(C)C)cc2)cc1OC	-4	1%	-4	-8%	7	0%	5%	2%	-7	-10%
24	CCc1ccc(N2CC(C(=O)NCc3ccco3)CC2=O)cc1 (stereo not drawn)	6	nt	-1	-2%	1	2%	0%	20%	9	-17%
25	CCOc1cccc2cc(C(=O)Nc3ccccc3-c3ccccc3)c(=O)oc12	-10	3%	-1	-2%	1	1%	0%	13%	-7	nt
26	COc1ccc(CNC(=O)C(C)OC(=O)c2cccs2)cc1 (stereo not drawn)	22	5%	?	14%	-3	-3%	1%	-16%	7	1%
27	C[C@H](CO)N1C[C@H](C)[C@@H](CN(C)C(=O)Nc2ccc(C(F)(F)F)cc2)Oc2c(NC(=O)C3CCCCC3)cccc2C1=O	-2	nt	nt	nt	nt	nt	-17%	-10%	9	nt
28	CC(C)C(=O)Nc1ccc(Oc2ccc3c(c2)C(=O)NC3=O)cc1	7	0%	-5	27%	0	-4%	-1%	-24%	0	24%
29	COCC(=O)N(CCc1ccc(OC)c(OC)c1)Cc1cc2cc(C)ccc2nc1Cl	14	1%	-1	3%	2	0%	3%	-35%	-17	6%
30	CC(NS(=O)(=O)OCC(Cl)(Cl)Cl)c1ccc(C(C)(C)C)cc1 (stereo not drawn)	-16	?	26	0%	-2	nt	?	-44%	-13	-1%
31	CCCc1ccc(OCc2ccc(C(=O)N/N=C/c3cccnc3)o2)cc1	7	3%	3	21%	nt	-6%	-8%	4%	-6	5%
32	CC(C)C(C(=O)Nc1ccccc1F)N1C(=O)c2ccccc2C1=O (stereo not drawn)	-5	nt	nt	nt	nt	nt	3%	?	-7	nt
33	O=C(NC1CCCC1)C1CCN(C(=O)c2ccccc2Cl)CC1	18	-8%	0	10%	1	10%	0%	-31%	5	-8%
34	COCCCN=Cc1c(-c2ccccc2)[nH]n(-c2nc3ccccc3s2)c1=O	18	18%	?	-9%	-1	0%	-3%	23%	13	14%
35	CCN=C1S/C(=C\c2ccc(OCC)c(OC)c2)C(=O)N1CC	i	8%	-2	1%	0	0%	13%	-31%	-5	6%
36	CCOC(=O)CC(=O)Nc1ccc(C(=O)OCC)cc1	-9	-2%	12	8%	1	-1%	0%	16%	-2	0%
37	CCCn1nnnc1NC(=O)c1ccc(C)cc1Cl	3	2%	1	17%	1	-2%	-5%	18%	2	-11%
38	CC[C@@](C)(NS(=O)(=O)OCC(Cl)(Cl)Cl)c1ccccc1	7	1%	2	-17%	1	nt	-5%	5%	4	4%
39	O=C(CSc1nnc(NC2CCCCC2)s1)NC1CCS(=O)(=O)C1 (stereo not drawn)	11	20%	-1	0%	0	1%	1%	2%	7	-8%
40	O=C(NCN1CCN(c2ccccc2)CC1)c1cnccn1	-5	-2%	0	7%	1	3%	5%	32%	-2	5%
41	COCCN(CC(=O)Nc1ccccc1C(F)(F)F)C(=O)/C=C/c1cc(Cl)c2c(c1)OCO2	3	0%	0	nt	nt	nt	-2%	-7%	-5	nt
42	CSc1nc(=S)c2[nH]c(=S)[nH]c2[nH]1	-5	1%	-3	12%	-6	8%	-5%	3%	18	64%[activator]
43	CN(C)CCCN(C(=O)c1ccc(S(=O)(=O)N2CCCCCC2)cc1)c1nc2cc3c(cc2s1)OCCO3	5	3%	2	nt	nt	nt	-1%	-1%	-15	nt
44	CCOc1ccc(N/C(=N/c2nc(C)cc(C)n2)NC(C)=O)cc1	-3	8%	13	0%	2	-1%	5%	4%	-3	-3%
45	O=C(Cc1c[nH]c2ccccc12)NC1(C(=O)NC2CCCCC2)CCCCC1	78	1%	8	7%	1	0%	3%	13%	-5	-20%

Bioassay records: PubChem, National Center for Advancing Translational Sciences (NCATS)
